# Bioassay records: PubChem, Johns Hopkins Ion Channel Center
# CHT inh: human CHT choline transport inhibition | Q9GZV3 | B-score at 10 µM | CHT-expressing cells, membrane potential dye, choline response; active compounds read low | 310,000 compounds, 0.86% hits | AID 488975;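 active = B-score over 3 SD under the library average, and starting fluorescence ratio not unusually high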;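 note: choline stimulus applied at its EC90 after an EC20 pre-addition; B-score computed on integrated fluorescence ratio after choline addition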
# Target sequence (Q9GZV3 whole entry, looked up): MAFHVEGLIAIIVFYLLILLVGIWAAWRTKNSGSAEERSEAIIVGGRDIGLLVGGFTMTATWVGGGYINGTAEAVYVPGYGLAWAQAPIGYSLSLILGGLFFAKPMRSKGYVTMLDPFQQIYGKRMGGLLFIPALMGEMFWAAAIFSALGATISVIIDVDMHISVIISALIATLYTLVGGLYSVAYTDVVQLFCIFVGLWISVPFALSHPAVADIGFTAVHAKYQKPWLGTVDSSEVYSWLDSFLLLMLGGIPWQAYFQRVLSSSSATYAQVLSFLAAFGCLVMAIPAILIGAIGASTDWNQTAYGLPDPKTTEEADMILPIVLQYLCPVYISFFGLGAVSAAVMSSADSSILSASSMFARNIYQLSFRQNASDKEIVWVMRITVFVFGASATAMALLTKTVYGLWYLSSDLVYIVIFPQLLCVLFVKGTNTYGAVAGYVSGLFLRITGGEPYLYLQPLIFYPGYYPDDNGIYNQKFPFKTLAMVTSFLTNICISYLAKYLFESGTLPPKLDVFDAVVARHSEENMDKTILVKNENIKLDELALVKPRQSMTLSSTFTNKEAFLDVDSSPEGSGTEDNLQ
# KCNQ2 block: KCNQ2 channel blockers in CHO-K1 cells – cell-based, FluxOR thallium flux, B-score, primary screen (AID 2156). 310,000 compounds, 1.1% hits. O88943. 20 min; active compounds read low. B-score at 10 µM;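 active = fluorescence ratio B-score at most minus 3 library SDs, with starting brightness B-score within 2 library SDs, cut at about -5.5 in these data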
# An asterisk follows results filed as active; i = inactive; . = not tested or not shown.
SMILES,CHT inh,KCNQ2 block
CC(NC(=O)CN(C)CC(=O)Nc1ccc(F)c(F)c1F)c1ccccc1 (stereo not given),i,i
COCCNC(=O)CN1CCC(NC(=O)c2ccco2)CC1,i,i
COc1ccc(Br)cc1CN1CCN(C(=O)c2ccco2)CC1,i,i
Cc1ccc(C2/C(=C(/O)c3cnn(-c4ccccc4)c3C)C(=O)C(=O)N2CCN2CCOCC2)o1 (stereo not given),i,i
COc1ccc(C(=O)C2CCCN(Cc3cnc(N4CCOCC4)s3)C2)cc1F (stereo not given),i,i
CCC(C)NC(=O)c1cc2c(=O)n3cccc(C)c3nc2s1 (stereo not given),i,i
Brc1ccc(CSc2nnc(-c3cccnc3)o2)cc1,-6.28*,i
Cn1cccc1CC(=O)N/N=C/c1cccc([N+](=O)[O-])c1,i,i
C[C@@H](C(=O)N1CCNCC1)n1cc(CCC(=O)O)nn1,i,i
COC(=O)C(CC(C)C)NC(=O)C(Cc1ccccc1)NC(=O)C1CCCN1C(=O)OC(C)(C)C (stereo not given),i,i
O=C(/C=C/c1cccc2ccccc12)c1ccncc1,i,i
CCCN1CCc2nc(SCC(=O)Nc3ccc(C)c(Cl)c3)[nH]c(=O)c2C1,i,i
COc1cc2c(cc1NCc1ccc3c(c1)OCO3)oc1ccccc12,i,i
C/C(=C1/C(=O)N(c2ccc([N+](=O)[O-])cc2)N=C1c1ccccc1)N(C)C,i,.
O=C(NN1CCOCC1)c1cnn2c(C(F)F)cc(-c3ccccc3)nc12,i,i
O=C1COc2ccc(C(=O)COC(=O)c3ccc4ccccc4n3)cc2N1,i,i
Cc1nc2ccc(C(=O)OCc3nnc(-c4ccccc4)o3)cc2nc1C,.,i
O=C(NCc1ccccc1)N1CCN(c2ccccc2)CC1,i,i
Nc1cc(=O)[nH]c(SCC(=O)Nc2ccc(S(=O)(=O)N3CCCCC3)cc2)n1,i,i
Cc1n[nH]c(=O)c2c(NC(=O)COC(=O)COc3cccc(Br)c3)oc(C)c12,i,i

# Looked up by compound from the entries so far (5):
SMILES,CHT inh,KCNQ2 block
Brc1ccc(CSc2nnc(-c3cccnc3)o2)cc1,-6.28*,i
O=C(NN1CCOCC1)c1cnn2c(C(F)F)cc(-c3ccccc3)nc12,i,i
Cc1nc2ccc(C(=O)OCc3nnc(-c4ccccc4)o3)cc2nc1C,.,i
COCCNC(=O)CN1CCC(NC(=O)c2ccco2)CC1,i,i
O=C(/C=C/c1cccc2ccccc12)c1ccncc1,i,i

# The list goes on.
SMILES,CHT inh,KCNQ2 block
COc1ccc(Cl)cc1NC(=O)CN(C)Cc1ccc(OC)c(OC)c1,i,-7.16*
CC1(OC(=O)C2CCCC2)C(=O)C=C2C=C(c3ccsc3)N(CCc3c[nH]c4ccccc34)C=C2C1=O (stereo not given),i,i
Cc1cccc(-n2cc[nH]c2=S)c1,i,i
O=C(Nc1ccccc1C(=O)N1CCOCC1)c1noc2c1CCCC2,i,i
O=C(Nc1ncc(Cc2cccc(Cl)c2Cl)s1)c1ccc([N+](=O)[O-])cc1,i,i
COc1ccc(-c2[nH]ncc2CN2CCN(Cc3cccs3)CC2)c(F)c1,i,i
CCN(c1cccc(C(F)(F)F)c1)S(=O)(=O)c1ccc2c(c1)CCN2C(=O)C1CC1,i,i
NS(=O)(=O)c1ccc(NC(=S)NNC(=O)CCC(=O)Nc2ccccc2Cl)cc1,i,i
CCOC(=O)Cc1cnc(NC(=O)CSc2nc(N)cc(N)n2)s1,i,i
NCCCCCNC(=O)/C=N\O,i,i
Cc1ccc(C2(c3ccc(C)cc3)NC(=O)N(CC(N)=O)C2=O)cc1,i,i
Cc1ccc(Cn2c(C(C)Nc3nc(-c4ccc(Cl)c([N+](=O)[O-])c4)cs3)nc3cc(C(F)(F)F)ccc32)cc1 (stereo not given),i,i
CC(=O)Nc1ccc(NC(=O)c2ccccc2N(C)S(=O)(=O)c2ccc(C)cc2)cc1,i,i
S=C(NCCc1ccc(Cl)cc1)NC1CCCC1,i,i
COc1ccc(-c2nc(CS(=O)(=O)CC(=O)Nc3ccc(Cl)cc3)c(C)o2)cc1,i,i
Cc1cccc(NS(=O)(=O)c2cccc([N+](=O)[O-])c2)n1,i,i
CCOC(=O)c1ccc(NC(=O)c2cccc(S(=O)(=O)N3c4ccccc4CC3C)c2)s1 (stereo not given),i,i
CCS(=O)(=O)c1ccc(O)c(NC(=O)CCCC(=O)O)c1,i,i
CCCCNCc1cc(OCC)c(OCC(N)=O)cc1Br,i,i
O=S(=O)(Nc1ccc(C(F)(F)F)cn1)c1ccccc1,i,i

# One compound at a time, from the list above. Order of screens: CHT inh	KCNQ2 block
# Results for `Cc1ccc(Cn2c(C(C)Nc3nc(-c4ccc(Cl)c([N+](=O)[O-])c4)cs3)nc3cc(C(F)(F)F)ccc32)cc1` (stereo not given) : i	i
# Results for `Cc1ccc(C2(c3ccc(C)cc3)NC(=O)N(CC(N)=O)C2=O)cc1` : i	i

# Grouped by structure: those above containing an aryl thioether with sulfur outside any ring
SMILES,CHT inh,KCNQ2 block
Brc1ccc(CSc2nnc(-c3cccnc3)o2)cc1,-6.28*,i
CCCN1CCc2nc(SCC(=O)Nc3ccc(C)c(Cl)c3)[nH]c(=O)c2C1,i,i
Nc1cc(=O)[nH]c(SCC(=O)Nc2ccc(S(=O)(=O)N3CCCCC3)cc2)n1,i,i
CCOC(=O)Cc1cnc(NC(=O)CSc2nc(N)cc(N)n2)s1,i,i

# (more compounds)
SMILES,CHT inh,KCNQ2 block
CC(NC(=O)COc1ccccc1F)C1CC2CCC1C2 (stereo not given),i,-5.98*
CCC/C=C1/CCCOC(C(=O)NCCN2CCOCC2)(C(F)(F)F)C1 (stereo not given),i,i
COc1ccc(O)c(C2(O)C(=O)c3ccccc3C2=O)c1,i,i
COC(=O)c1cc(S(=O)(=O)NC2CCC(C)CC2)cn1C (stereo not given),i,i
Cc1ccc(CNC(=O)c2ccccc2NS(C)(=O)=O)cc1,i,i
CNC(=S)N1CCN(C(c2ccccc2)c2ccccc2)CC1,i,i
COc1cc(/C=N/NC(=O)c2cccc(S(=O)(=O)N3CCCCC3)c2)cc(Br)c1O,i,i
COc1cc(CN2CCN(c3ccccc3F)CC2)cc(OC)c1O,i,i
O=C(NCc1cccs1)C1CCC(=O)N(Cc2cccc(C(F)(F)F)c2)C1 (stereo not given),i,i
CSc1ccccc1C(=O)N1CCN(c2ncccn2)CC1,i,i
Cc1noc(C)c1/C=N/Nc1ccc2ccccc2n1,i,i
O=S(=O)(Nc1ccccc1Cl)c1ccc(-c2ccccn2)s1,i,i
O=C1Nc2ccc(F)cc2C12Nc1ccccc1-c1nnc(SCc3ccccc3F)nc1O2 (stereo not given),i,i
CC(=O)Nc1ccc(NC(=O)C2CCCCC2C(=O)O)cc1 (stereo not given),i,i
Cc1ccc(S(=O)(=O)c2nnn3c2nc(N2CCOCC2)c2ccccc23)c(C)c1,i,i
COc1cc(O)c(C(CC(=O)N2CCOCC2)c2ccc(N(C)C)cc2)c(OC)c1 (stereo not given),i,i
O=C(Cn1c(=O)n(CC2CCCO2)c(=O)c2ccccc21)c1ccccc1 (stereo not given),i,i
CCN1CCCC1CNC(=O)c1cc2c(=O)n(C)c3ccccc3c2n1C (stereo not given),i,i
CCOC(=O)c1ccc(NC(=O)CCC(CC)C(=O)O)cc1 (stereo not given),i,i
COc1cccc(/C=N/Nc2ccc(C(=O)O)cc2)c1O,i,i
O=C(CCC(=O)N(c1cccc(F)c1)C(C(=O)NC1CCCC1)c1ccncc1)Nc1cccnc1 (stereo not given),i,i
N#C/C(=C\c1c[nH]c2ccccc12)C(=O)NCC1CCCO1 (stereo not given),i,i
Cc1oc2ccc(O)c(CN3CCOCC3)c2c1C(C)O (stereo not given),i,i
CC(=O)Nc1ccc(NC(=O)c2ccccc2S(=O)(=O)c2ccc([N+](=O)[O-])cc2)cc1,i,i
COc1ccc(/C=C(\C#N)C(=O)OCC(=O)Nc2ccc(C(C)(C)C)cc2)cc1,i,i
CCCS(=O)(=O)N1CCN(Cc2ccco2)CC1,-6.69*,i
Cc1nc(CN(C)C(=O)CC2C(=O)NCCN2Cc2ccc(-c3ccccc3)cc2)cs1 (stereo not given),i,i
COc1ccc(CC2(CO)CCN(CC3=Cc4cc(Cl)ccc4OC3)CC2)cc1,i,i
COC(=O)C1(C(=O)OC)Sc2ccccc2C1=O,i,i
CCn1c(CNc2ccccc2Cl)nnc1SCC(=O)NCc1ccccc1,i,i
CN(C(=O)c1ccc([N+](=O)[O-])cc1)c1ccccc1C(=O)NCc1ccccc1,i,i
CN(C)CCO[C@@H](c1ccc(Cl)cc1)c1ccccn1,i,i
CCCN1C(=O)/C(=N\OCC(=O)NCC(F)(F)F)c2ccccc21,i,i
O=C(OCC(=O)c1c[nH]c2ccccc12)c1ccc(Br)o1,i,i
CCC(Sc1nc(C)cc(C)n1)C(=O)NC1=NN=C(c2ccc(C)cc2)CS1 (stereo not given),i,i
Cc1ncn(-c2ccc(C(=O)Oc3ccccc3)cn2)n1,i,i
Cc1ccc(OCC(=O)NCCO)c(Br)c1,i,i
CCOC(=O)c1nnn(-c2nonc2N)c1-c1ccc(OC)cc1,i,i
COc1cc(Cl)ccc1OCc1cc(C(=O)N(C)CCc2c(C)n[nH]c2C)no1,i,i
COc1ccc(C(C#N)N2CCOCC2)cc1 (stereo not given),i,i
C=CCn1c(SCC(=O)Nc2ccc(OC)cc2)nc2c([nH]c3ccccc32)c1=O,i,i
O=C(NC(=S)NNC(=O)c1cccs1)c1ccccc1,i,i
O=C(c1ccccc1)C1CCN(C(=O)C2CCC(=O)N(Cc3ccccc3F)C2)CC1 (stereo not given),i,i
COc1ccc(C2(O)CN(c3ccc(C)cc3)C3=[N+]2CCCC3)cc1 (stereo not given),i,i
CCCC(=O)Nc1nnc(/C=C/c2ccccc2)s1,i,i
Cc1ccc(CSc2ncnc3ccccc23)cc1,i,i
COCC(=O)Nc1cc(C(=O)NCC(C)C)ccc1Cl,i,i
CCCc1cc(=O)oc2cc(OCc3ccc(C(=O)O)o3)ccc12,i,i
O=C(c1ccc2c(c1)CCN2S(=O)(=O)c1ccccc1)N1CCN(c2ccccc2F)CC1,i,i
CCN(CC)CCNC(=O)C(=O)NCC1OCCN1C(=O)c1ccc2c(c1)OCO2 (stereo not given),i,i
O=c1c2ccccc2oc2cc(NCCCn3ccnc3)ccc12,i,i
CC(Oc1ccccc1)C(=O)Nc1nnc(S(=O)(=O)N(C)c2ccccc2)s1 (stereo not given),i,i
O=C(O)CSc1nnc(-c2ccco2)o1,i,i
CCCOC(=O)Nc1nc(-c2ccc(C)cc2)c(C)s1,i,i
COc1ccc(OC)c(S(=O)(=O)N2CCN(c3ncccn3)CC2)c1,i,i
CC1CN(S(=O)(=O)N2CCOCC2)CCN1S(=O)(=O)N1CCOCC1 (stereo not given),i,i
COc1ccccc1NC(=O)CSc1nc(=O)n(CCN2CCOCC2)c2c1CCC2,i,i
O=C(CCCc1c[nH]c2ccccc12)NCCc1c[nH]c2ccccc12,i,i
Cc1cccc(N2C(=O)CC(SC(N)=Nc3ccccc3)C2=O)c1 (stereo not given),i,i
Cc1cc(C(=O)OCC(=O)N2CC(=O)Nc3ccccc32)no1,i,i

# Shown with tabs: 3 of the compounds above
compound	CHT inh	KCNQ2 block
COCC(=O)Nc1cc(C(=O)NCC(C)C)ccc1Cl	i	i
CCCC(=O)Nc1nnc(/C=C/c2ccccc2)s1	i	i
O=c1c2ccccc2oc2cc(NCCCn3ccnc3)ccc12	i	i

# Remaining list, next part:
SMILES,CHT inh,KCNQ2 block
O=C(Nc1cccc(S(=O)(=O)Nc2ccccc2Cl)c1)c1ccc(N2CCCC2)c([N+](=O)[O-])c1,i,i
COc1ccc(/C=C/c2nc(-c3ccccc3O)n(-c3ccccc3)n2)cc1,i,i
CC(C)(C)c1cccc(C2(O)C(=O)c3ccccc3C2=O)c1O,i,i
Cn1nc(C(=O)Nc2ccc3c(c2)OCCO3)cc1C(=O)O,i,i
COc1cccc(C(=O)Nc2nnc(-c3cccs3)s2)c1,i,i
COCCNC(=O)c1ccc(CS(=O)(=O)c2ccc(C)cc2)o1,i,i
Cc1ccc(CSc2nnc(SCC(=O)N/N=C/c3ccccc3OCC(=O)O)s2)cc1,i,i
Cc1cccc(C(=O)NNC(=O)c2ccc(NC(=O)C(C)(C)C)cc2)c1,i,i
CCOc1ccccc1Cn1c(=O)sc2ccccc21,i,i
COc1ccc(S(=O)(=O)N2CCCC(C(=O)NCc3cccnc3)C2)cc1OC (stereo not given),i,i
O=C1C2C3C=CC(C3)C2C(=O)N1c1cccc2ccccc12 (stereo not given),i,i
COC(=O)C(Cc1cnc[nH]1)NC(=O)C1CCC(=O)N1 (stereo not given),i,i
CCOC(=O)CNC(=S)N(CCCN1CCCC1)Cc1cccs1,i,i
CCC(=O)Nc1ccc2nc(C3CC3)n(Cc3ccccc3)c(=O)c2c1,i,i
COc1ccc(COC(=O)c2n[nH]c3ccccc23)cc1F,i,i
COc1ccccc1CNC(=O)c1ccc(N(C)S(=O)(=O)c2ccc(C)cc2)cc1,i,i
Cc1ccc(NC(=O)Cn2nc(C)c(S(=O)(=O)N(C)C)c2C)cc1C,i,i
CCC(CC)c1nnc(NC(=O)c2c(-c3ccccc3)noc2C)s1,i,i
O=C(CCC(=O)c1cccs1)OCc1nc2ccccc2s1,i,i
CCOC(=O)C1CCN(CCC(=O)Nc2cccc(Cl)c2)CC1,i,i
O=C(Nc1nnc(C2=COCCO2)o1)c1ccc(S(=O)(=O)N2CCOCC2)cc1,i,i
